Source: PubChem BioAssay (National Center for Advancing Translational Sciences (NCATS))
TSG101-PTAP inh: blocks PTAP/TSG101 interaction to inhibit HIV-1 budding. Fluorescence polarization, FITC-PTAP peptide / Tsg101 binding. Potency, µM (highest dose often 115 µM), without a hit: top-dose activity change, negative = inhibition, most hits filed as inhibitors. 340,000 tested, under 10 active; active = well fitted inhibition curve with a large enough effect in the main read-out, with a control signal flat, not every such curve was filed as active; inconclusive = small, poorly fitted or top-dose-only effect, or effect the other way, or a change in a side signal; inactive = no such curve, though single readings can be large or run the other way; also: potency is read from the fitted curve at half-maximal effect; % of control where 0% means no effect
Target sequence (Q99816 whole entry, looked up): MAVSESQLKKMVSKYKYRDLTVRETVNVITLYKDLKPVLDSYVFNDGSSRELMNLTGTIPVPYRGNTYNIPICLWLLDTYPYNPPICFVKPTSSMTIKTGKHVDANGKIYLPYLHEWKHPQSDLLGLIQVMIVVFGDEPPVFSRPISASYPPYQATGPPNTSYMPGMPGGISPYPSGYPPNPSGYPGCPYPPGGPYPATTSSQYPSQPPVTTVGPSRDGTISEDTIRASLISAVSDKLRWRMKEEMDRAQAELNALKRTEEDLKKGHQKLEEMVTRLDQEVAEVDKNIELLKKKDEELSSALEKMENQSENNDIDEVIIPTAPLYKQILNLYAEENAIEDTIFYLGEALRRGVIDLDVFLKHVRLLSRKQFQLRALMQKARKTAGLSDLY
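Tsg101 binding domain (10 uM final) was mixed with compound and a FITC-labeled PTAP peptide (50 nM final) in HEPES pH 7.5 buffer with NaCl, Tween 20, EDTA and TCEP; fluorescence polarization was read after 20 min at r.t.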
Giardia kill: kills Giardia lamblia | Giardia lamblia trophozoite viability | activity change, % at 7.66 µM, hits read low | 340,000 compounds, 0.15% hits | AID 540267; in the data active = activity change below about -80%; inconclusive = between about -30% and that limit;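 also: parasites exposed to compound for two days anaerobically before the ATP read; % is scaled to controls: 0 for no effect and ±100 for the full control effect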
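Luminescence from cellular ATP indicates surviving trophozoites (100 cells/well) following 48 hrs anaerobic compound treatment at 37 deg C; signal develops 15-30 min at room temperature.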
FBPA coupling cs: counter-screen for Giardia aldolase inhibitors: coupling enzyme system | coupling enzyme system counterscreen, AmpLite Red fluorescence | activity change, negative = inhibition, % at 58.2 µM, hits read low | 290,000 compounds, 0.67% hits; in the data active = activity change below about -30%; also: % is scaled to controls: 0 for no effect and ±100 for the full control effect
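First, compound is pin-transferred into glyceraldehyde-3-phosphate coupling-enzyme reagent at 57.5 uM final and held 10 min at RT. Next, substrate, coupling system and AmpLite Red are added. After 20 min RT, fluorescence (525/598 nm) is read.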
PKM2 act: PKM2 (human) enzyme activation. P14618. purified PKM2, Kinase-Glo ATP luminescence, activation; response scale: 0% is enzyme alone, no compound. Potency, µM (highest dose often 57.5 µM), for inactives: at the top dose activation, hits mostly activators. 260,000 compounds, 0.34% hits. AID 1631; also: potency is read from the fitted curve at half-maximal effect; % is scaled to controls: 0 for no effect and ±100 for the full control effect; nearly all actives have a fitted effect of over 55% in size
Target sequence (P14618 whole entry, looked up): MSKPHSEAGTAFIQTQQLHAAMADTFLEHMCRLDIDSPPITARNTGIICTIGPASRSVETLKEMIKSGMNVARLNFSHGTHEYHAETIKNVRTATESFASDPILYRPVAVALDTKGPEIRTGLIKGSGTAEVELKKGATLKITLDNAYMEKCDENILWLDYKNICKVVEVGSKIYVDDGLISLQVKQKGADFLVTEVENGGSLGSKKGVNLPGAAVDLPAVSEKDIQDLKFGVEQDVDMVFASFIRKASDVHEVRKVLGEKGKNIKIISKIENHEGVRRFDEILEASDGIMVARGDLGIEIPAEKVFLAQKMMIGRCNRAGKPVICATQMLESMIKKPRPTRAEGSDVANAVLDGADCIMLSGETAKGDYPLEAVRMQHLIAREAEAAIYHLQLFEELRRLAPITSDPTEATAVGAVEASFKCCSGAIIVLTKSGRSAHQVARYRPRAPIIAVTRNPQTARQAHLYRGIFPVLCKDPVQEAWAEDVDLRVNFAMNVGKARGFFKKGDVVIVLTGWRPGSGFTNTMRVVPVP
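Purified hPK-M2 (>95%) run at intermediate activity with 0.1 mM ADP and 0.5 mM PEP in 50 mM imidazole pH 7.2, KCl, MgCl2; 1 h room temperature. ATP formed read by Kinase-Glo luminescence; normalized to uninhibited and no-enzyme controls.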
Tb PFK block: blocks T. brucei phosphofructokinase. 330,000 compounds, 0.17% hits. T. brucei PFK, ADP-Glo luminescence. Potency, µM (highest dose often 57.5 µM), for inactives: top-dose activity, negative = inhibition, most hits filed as inhibitors;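 also: potency is read from the fitted curve at half-maximal effect; 0% = uninhibited 1x PFK enzyme wells and -100% = no-enzyme wells; nearly all actives have a fitted effect of over 60% in size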
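Compounds were pin-transferred as a titration series up to 57 uM into substrate buffer (0.5 mM F6P, 0.1 mM ATP, pH 8.0), then 1.25 nM PFK was added and reactions ran 45 min before ADP-Glo detection.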
Menin-MLL TR inh: menin-MLL binding inhibition, Texas Red mutant peptide. O00255. Menin + Texas Red MLL mutant peptide, fluorescence polarization. Potency, µM (highest dose often 61.6 µM), for the others: at the highest dose FP activity change, negative = inhibition, most hits filed as inhibitors. 270,000 compounds, 0.23% hits. AID 1768; active = well fitted inhibition curve with a large enough effect in the polarisation, with a control signal flat, not every such curve was filed as active; inconclusive = small, poorly fitted or top-dose-only effect, or effect the other way, or a change in a side signal; inactive = no such curve, though single readings can be large or run the other way; the % refers to the polarisation; also: potency is read from the fitted curve at half-maximal effect; % of control where 0% means no effect; many of its hits are not listed in these tables
GALK inhibitor: blocks human galactokinase activity; P51570; Purified GALK, Kinase-Glo residual ATP luminescence; Potency, µM (titrated, usually from 57.5 µM), inactives show top-dose activity change, negative = inhibition, most hits filed as inhibitors; 270,000 compounds, 0.007% hits; also: potency is read from the fitted curve at half-maximal effect; % is scaled to controls: 0 for no effect and ±100 for the full control effect
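5 nM enzyme, 35 uM ATP, 100 uM galactose, 20 mM HEPES pH8.0, 5 mM MgCl2; 1 h RT; residual ATP by Kinase-Glo Plus luminescence, qHTS format.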
Integrin act MD: integrin-mediated muscular dystrophy alleviation activation; Potency, µM (doses to about 38.3 µM), without a hit: at the highest dose activation, usual class: activators; 350,000 compounds, 0.064% hits; alpha7betagal myoblasts, beta-gal FDG fluorescence, 48 h;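 also: potency is read from the fitted curve at half-maximal effect; 100% = response of the positive control SU9516; nearly all actives have a fitted effect of over 60% in size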
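alpha7betagal+/- myoblasts (passage 13, 250/well) treated 48 h at 37C with compounds at 1:260 dilution of DMSO stock. Lysed, then beta-galactosidase activity read as FDG fluorescence (ex 480/em 540) after 30 min, with pre-read for autofluorescence.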
B2AR arrestin: agonists driving beta-arrestin recruitment to human beta2-adrenergic receptor | AID 492947 | beta-arrestin recruitment to beta2AR, cell-based reporter | P07550 | Potency, µM (highest dose often 46.1 µM), for inactives: top-dose activation, actives largely listed as activators | 330,000 compounds, 0.02% hits;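 also: potency is read from the fitted curve at half-maximal effect; 0% = DMSO controls and full agonism = EC100 isoproterenol or metaproterenol; nearly all actives have a fitted effect of over 65% in size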
BCR signal inh: inhibitors of chronic active B-cell receptor signaling; ABC-DLBCL IkBa-CBG/CBR reporter, luminescence ratio, 4 h; Potency, µM (highest dose often 46.1 µM), for the others: top-dose ratio change, negative = lower green/red ratio, most hits filed as inhibitors; 340,000 compounds, 0.05% hits; active = well fitted inhibition curve with a large enough effect in the signal ratio, with a control signal flat, not every such curve was filed as active; inconclusive = small, poorly fitted or top-dose-only effect, or effect the other way, or a change in a side signal; the % refers to the signal ratio;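 also: potency is read from the fitted curve at half-maximal effect; plate controls were basal doxycycline-induced cells for no effect and cells given 10 µM MG132 for full effect; MG132 reads +100%, hits lower the ratio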
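Compounds up to 46 uM were incubated four hours with TMD8 cells whose green CBG68 luciferase is fused to IkappaBalpha; red CBR luminescence normalised the signal, and concentration-effect curves were fitted to fusion, red and ratio data.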
ASM inhibitor: inhibitors of human secretory acid sphingomyelinase | P17405 | AID 504937 | placental ASM, HMU-PC fluorogenic substrate, 60 min | 340,000 compounds, 0.006% hits | Potency, µM (top dose mostly 57.5 µM), without a hit: at the top dose activity change, negative = inhibition, actives largely listed as inhibitors; also: potency is read from the fitted curve at half-maximal effect
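Fluorescence read-out (Ex 386 nm, Em 447 nm) after stopping the reaction at pH 10. Enzyme: ASM from human placenta; substrate HMU-PC0, 9 uM final; 60 min, 37 °C. Compound preincubation 10 min, ambient temperature.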
* marks the source's active call; other numbers are inactive results; [ ] = remark or other dose. Unless noted, calls follow the shape of the dose curve; as a rule, active = well fitted curve in the direction sought with a large enough effect; inconclusive = small, poorly fitted or top-dose-only effect, or another doubt; inactive = no such curve, though single readings can be large; an effect the other way counts as inactive or inconclusive.

How did COC(=O)c1sccc1NC(=O)c1c(C)cc(=O)oc1C do in these assays?
TSG101-PTAP inh: -2%; Giardia kill: -5; FBPA coupling cs: 5; PKM2 act: -1%; Tb PFK block: -2%; Menin-MLL TR inh: -1%; GALK inhibitor: 12%; Integrin act MD: 11%; B2AR arrestin: -0.3%; BCR signal inh: -1%; ASM inhibitor: 2%

How did CCOc1ccc(-n2c(SCC(=O)Nc3cc(C)on3)nc3c(c2=O)SCC3)cc1 do in these assays?
TSG101-PTAP inh: -2%; Giardia kill: 13; FBPA coupling cs: 3; PKM2 act: 0%; Tb PFK block: 0%; Menin-MLL TR inh: -20%; GALK inhibitor: 3%; Integrin act MD: 22%; B2AR arrestin: 0.2%; BCR signal inh: -10%; ASM inhibitor: 4%

Results for Cc1nc2oc3ccccc3c(=O)c2cc1C(=O)O ?
TSG101-PTAP inh: -1%; Giardia kill: -9; FBPA coupling cs: 5; Tb PFK block: 2%; Menin-MLL TR inh: inconclusive; GALK inhibitor: 8%; Integrin act MD: 0%; B2AR arrestin: -0.7%; BCR signal inh: 22%; ASM inhibitor: -4%

How did COc1ccc(-c2nc(C#N)c(NC(C)C)o2)cc1 do in these assays?
TSG101-PTAP inh: -1%; Giardia kill: -8; FBPA coupling cs: -1; PKM2 act: -4%; Tb PFK block: -3%; Menin-MLL TR inh: 1%; GALK inhibitor: 5%; Integrin act MD: -4%; B2AR arrestin: -0.4%; BCR signal inh: inconclusive; ASM inhibitor: 3%

What do the screens show for `COc1ccc(CCNc2ccc(C)cc2)cc1`?
TSG101-PTAP inh: -10%; Giardia kill: 3; FBPA coupling cs: 5; PKM2 act: -8%; Tb PFK block: 0%; Menin-MLL TR inh: -5%; GALK inhibitor: 1%; Integrin act MD: 0%; B2AR arrestin: -0.1%; BCR signal inh: inconclusive; ASM inhibitor: 2%

Results for O=[N+]([O-])c1cc([N+](=O)[O-])c2c(=Nc3ccccc3)n(-c3ccccc3)n(O)c2c1 ?
TSG101-PTAP inh: -2%; Giardia kill: -10; FBPA coupling cs: -21; PKM2 act: 2%; Tb PFK block: inconclusive; Menin-MLL TR inh: inconclusive; GALK inhibitor: -1%; Integrin act MD: -61%[inhibitor]; B2AR arrestin: 7.2%; BCR signal inh: 1%; ASM inhibitor: -3%

What do the screens show for `COc1cccc(-c2nc(CS(=O)(=O)CC(=O)N3CCOCC3)c(C)o2)c1`?
TSG101-PTAP inh: -2%; Giardia kill: 14; FBPA coupling cs: 2; PKM2 act: 1%; Tb PFK block: 0%; Menin-MLL TR inh: -11%; GALK inhibitor: 6%; Integrin act MD: 15%; B2AR arrestin: 0.4%; BCR signal inh: 0%; ASM inhibitor: 8%

What do the screens show for `Cc1cc2c(=O)[nH]c(Cc3ccccc3)nc2s1`?
TSG101-PTAP inh: -2%; Giardia kill: -2; FBPA coupling cs: 4; PKM2 act: 2%; Tb PFK block: 1%; Menin-MLL TR inh: -16%; GALK inhibitor: 1%; Integrin act MD: -8%; B2AR arrestin: -0.2%; BCR signal inh: -3%; ASM inhibitor: -3%

What do the screens show for `COc1ccc(NC(=O)CN2C(=O)/C(=C3\SC(=S)N(CCC(=O)O)C3=O)c3ccccc32)cc1`?
TSG101-PTAP inh: -9%; Giardia kill: -22; PKM2 act: 4%; Tb PFK block: 6%; GALK inhibitor: -4%; Integrin act MD: -8%; B2AR arrestin: -0.3%; BCR signal inh: 2%; ASM inhibitor: 1%

Results for Cc1cccc(NC(=O)[C@@H]2CCCN2C(=O)OC(C)(C)C)c1 ?
TSG101-PTAP inh: -5%; Giardia kill: -1; FBPA coupling cs: 0; Tb PFK block: 0%; GALK inhibitor: 2%; Integrin act MD: 0%; B2AR arrestin: 0.0%; BCR signal inh: 3%; ASM inhibitor: 2%

Results for COc1ccc(C(C)=O)c(Oc2ccc(S(=O)(=O)N3CCOCC3)cn2)c1 ?
TSG101-PTAP inh: -6%; Giardia kill: -2; Tb PFK block: -1%; Integrin act MD: -2%; B2AR arrestin: 0.0%; BCR signal inh: inconclusive; ASM inhibitor: 155%[activator]

Results for COc1ccc(NC(=O)CN(C)C(=O)C(CCSC)NC(=O)c2ccccc2)cc1 (stereo not given) ?
TSG101-PTAP inh: 4%; Giardia kill: -5; FBPA coupling cs: 0; PKM2 act: 4%; Tb PFK block: 0%; Menin-MLL TR inh: 20%; GALK inhibitor: 13%; Integrin act MD: -40%; B2AR arrestin: -0.2%; BCR signal inh: -17%; ASM inhibitor: 1%

How did CCSc1ccc2nnc(-c3cccs3)n2n1 do in these assays?
TSG101-PTAP inh: -3%; Giardia kill: -20; FBPA coupling cs: -2; PKM2 act: -5%; Tb PFK block: -2%; Menin-MLL TR inh: -15%; GALK inhibitor: -1%; Integrin act MD: -16%; B2AR arrestin: -0.1%; BCR signal inh: -9%; ASM inhibitor: 5%

Results for O=[N+]([O-])c1ccc(-n2nnnc2CN2CCOCC2)cc1 ?
TSG101-PTAP inh: -1%; Giardia kill: 5; FBPA coupling cs: 2; PKM2 act: -1%; Tb PFK block: 2%; Menin-MLL TR inh: -10%; GALK inhibitor: 9%; Integrin act MD: 1%; B2AR arrestin: -0.3%; BCR signal inh: 5%; ASM inhibitor: 3%

What do the screens show for `Cc1ccc2c(c1C)NC(=O)CC(c1ccccc1O)=N2`?
TSG101-PTAP inh: -5%; Giardia kill: 2; FBPA coupling cs: 2; PKM2 act: 1%; Tb PFK block: 4%; GALK inhibitor: 6%; Integrin act MD: 4%; B2AR arrestin: -0.5%; BCR signal inh: inconclusive; ASM inhibitor: -2%

Results for CCOc1ccccc1NC(=O)Cn1nnc(C(=O)Nc2ccccc2Cl)c1N ?
TSG101-PTAP inh: 0%; Giardia kill: 22; FBPA coupling cs: 1; PKM2 act: 9%; Tb PFK block: -1%; Menin-MLL TR inh: inconclusive; GALK inhibitor: 0%; Integrin act MD: 19%; B2AR arrestin: -0.1%; BCR signal inh: 6%; ASM inhibitor: -1%

Results for CCOc1ccc(/C(CCC(=O)O)=N/NC(=O)c2cccc(S(=O)(=O)Nc3ccccc3OC)c2)cc1 ?
TSG101-PTAP inh: -1%; Giardia kill: 18; Tb PFK block: 1%; Integrin act MD: 3%; B2AR arrestin: -0.1%; BCR signal inh: -1%; ASM inhibitor: 6%

What do the screens show for `COc1ccc(N2CCN(CC(=O)Nc3cc(C)cc(C)c3)CC2)cc1`?
TSG101-PTAP inh: -7%; Giardia kill: -2; FBPA coupling cs: 1; PKM2 act: 0%; Tb PFK block: -3%; Menin-MLL TR inh: 5%; GALK inhibitor: -2%; Integrin act MD: -21%; B2AR arrestin: 0.3%; BCR signal inh: -1%; ASM inhibitor: -5%

What do the screens show for `COc1ccc(CN2CN(C3CCCC3)CSC2=S)cc1`?
TSG101-PTAP inh: 1%; Giardia kill: 6; FBPA coupling cs: 0; PKM2 act: -6%; Tb PFK block: -12%; Menin-MLL TR inh: 10%; GALK inhibitor: 6%; Integrin act MD: -51%; B2AR arrestin: 5.1%; BCR signal inh: inconclusive; ASM inhibitor: -4%

What do the screens show for `O=C(Nc1ccc(F)c(Cl)c1)Nc1csc2ccccc12`?
TSG101-PTAP inh: -7%; Giardia kill: -17; FBPA coupling cs: -2; PKM2 act: 7%; Tb PFK block: -19%; GALK inhibitor: -3%; Integrin act MD: -79%[inhibitor]; B2AR arrestin: -1.1%; BCR signal inh: inconclusive; ASM inhibitor: -12%

What do the screens show for `COC(=O)c1oc2ccc(Cl)cc2c1NC(C)=O`?
TSG101-PTAP inh: -6%; Giardia kill: -4; FBPA coupling cs: 3; PKM2 act: -5%; Tb PFK block: 13%; Menin-MLL TR inh: 17%; GALK inhibitor: 0%; Integrin act MD: 24%; B2AR arrestin: 0.0%; BCR signal inh: -3%; ASM inhibitor: -2%

Results for CCOc1cc(/C=N\NC(=O)Cn2nnc3ccccc32)ccc1O ?
TSG101-PTAP inh: -3%; Giardia kill: -18; FBPA coupling cs: 0; PKM2 act: -39%; Tb PFK block: -8%; Menin-MLL TR inh: -7%; GALK inhibitor: -1%; Integrin act MD: 1%; B2AR arrestin: 0.0%; BCR signal inh: -4%; ASM inhibitor: 14%

What do the screens show for `COc1ccc(-c2nnc(SCC(=O)c3cccs3)o2)c(OC)c1`?
TSG101-PTAP inh: 1%; Giardia kill: 12; FBPA coupling cs: 0; PKM2 act: 6%; Tb PFK block: -2%; Menin-MLL TR inh: -21%; GALK inhibitor: 3%; Integrin act MD: -7%; B2AR arrestin: -0.9%; BCR signal inh: inconclusive; ASM inhibitor: 2%

Results for COc1cccc(-n2cc(-c3ccc(F)cc3)[nH]c2=S)c1 ?
TSG101-PTAP inh: -4%; Giardia kill: -20; FBPA coupling cs: 0; Tb PFK block: -19%; Menin-MLL TR inh: 12%; GALK inhibitor: 0%; Integrin act MD: -34%; B2AR arrestin: -0.8%; BCR signal inh: 7%; ASM inhibitor: -2%

Not all compounds are listed. The share of hits here may be higher or lower than overall.
